Source: PubChem BioAssay (NMMLSC)
Bcl-XL Bim block – disrupts Bim peptide binding to human Bcl-XL | Q07817 | bead flow cytometry, fluorescence | inhibition, % at 10 µM | hit rate 0.04% among 190,000 | AID 1007
Target sequence (Q07817 whole entry, looked up): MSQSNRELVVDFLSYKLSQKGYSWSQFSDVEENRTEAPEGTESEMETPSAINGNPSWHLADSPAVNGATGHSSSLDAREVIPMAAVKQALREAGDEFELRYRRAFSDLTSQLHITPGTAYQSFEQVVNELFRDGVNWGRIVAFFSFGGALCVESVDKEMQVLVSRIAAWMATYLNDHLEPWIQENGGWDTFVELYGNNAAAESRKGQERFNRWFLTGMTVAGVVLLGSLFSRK
Rab7 wt GTP bind – dog Rab7 wildtype GTP binding, inhibitors and activators; hit rate 0.055% among 190,000; GST-Rab7 beads, fluorescent GTP binding, flow cytometry; actives lie on both sides; untreated = 100%, excess cold GTP = 0%; GTP binding activity (percent of control), % at 10 µM; AID 758;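 active = fluorescent GTP binding to Rab7 beads changed by at least 20 points from the 100% baseline, either direction, mostly lower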;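 note: median green fluorescence of bound Bodipy-FL-GTP per Rab7 bead population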
HRas wt GTP – modulators of GTP binding to human HRas wildtype; P01112; GST-Ras wt beads, Bodipy-FL-GTP binding, flow cytometry; actives lie on both sides; GTP binding activity, % at 10 µM; hit rate 0.14% among 190,000; AID 759;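 active = GTP binding activity at least 20% away from the 100% baseline, either lowered as inhibitor or raised as activator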;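 note: 0% = unlabeled GTP competition control and 100% = no-compound control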
Bcl-W Bim block – inhibitors of Bim-Bcl-W interaction, human; Q92843; bead-based flow cytometry, Bim peptide-Bcl-W binding; inhibition, % at 10 µM; hit rate 0.02% among 190,000; AID 952;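 note: 0% = bound tracer without compound and 100% = peptide blocker; higher means less fluorescent Bim peptide bound to Bcl-W beads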
Rac1 wt GTP bind – modulators of human Rac1 wildtype GTP binding; hit rate 0.27% among 190,000; GST-Rac1 beads, fluorescent GTP binding, flow cytometry; actives lie on both sides; 0 = cold GTP competed, 100 = untreated; P63000; GTP binding activity (% of control), % at 10 µM;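 active = GTP binding activity at least 20 points away from the 100% control level, either lower or higher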
Bim-Bcl-2 – disrupts Bim peptide binding to human Bcl-2 | hit rate 0.06% among 190,000 | inhibition, % at 10 µM | Bead-based flow cytometry, Bim peptide-Bcl-2 binding; in the data active = inhibition above about 40%;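 note: 0% = no compound wells with probe peptide and 100% = reference peptide inhibitor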
Target sequence (P10415 whole entry, looked up): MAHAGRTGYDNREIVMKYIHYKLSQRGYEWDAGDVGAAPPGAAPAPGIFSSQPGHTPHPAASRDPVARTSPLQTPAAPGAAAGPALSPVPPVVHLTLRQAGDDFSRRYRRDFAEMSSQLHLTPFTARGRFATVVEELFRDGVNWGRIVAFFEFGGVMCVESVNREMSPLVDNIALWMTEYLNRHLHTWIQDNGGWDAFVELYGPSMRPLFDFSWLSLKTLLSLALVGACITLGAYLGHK
Bim-Bcl-B – inhibitors of Bim-Bcl-B interaction, human; bead-based flow cytometry, Bim peptide-Bcl-B binding; hit rate 0.073% among 190,000; inhibition, % at 10 µM; AID 951; Q9HD36;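 note: 0% = tracer peptide without compound and 100% = reference inhibitor peptide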
Target sequence (Q9HD36 whole entry, looked up): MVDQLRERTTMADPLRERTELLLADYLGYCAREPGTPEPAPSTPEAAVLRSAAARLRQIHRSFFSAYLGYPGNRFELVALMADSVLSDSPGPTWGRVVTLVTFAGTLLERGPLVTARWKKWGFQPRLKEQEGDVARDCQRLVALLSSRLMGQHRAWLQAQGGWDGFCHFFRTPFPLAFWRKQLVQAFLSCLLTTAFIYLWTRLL
Rab2 wt GTP – changes GTP binding to wildtype dog Rab2A, up or down. P61105. GTP binding activity, % at 10 µM. AID 760. GST-Rab2 wt beads, Bodipy-GTP binding, flow cytometry. hit rate 0.19% among 190,000;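 active = GTP binding activity at least 20 points away from 100%, either lowered or raised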;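 note: 0% = beads with excess unlabeled GTP and 100% = no-compound control corrected for plate trend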
Cdc42 wt GTP – modulators (inhibitors or activators) of GTP binding to human Cdc42 wildtype | P60953 | GST-Cdc42 beads, Bodipy-GTP binding, flow cytometry; actives lie on both sides | percent activity (GTP binding), % at 10 µM | hit rate 0.2% among 190,000;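 active = percent activity GTP binding at least 20 points away from the 100% baseline, either down as inhibitor or up as activator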;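 note: median bead fluorescence of bound Bodipy-FL-GTP at 100 nM; 0% = excess unlabeled GTP control and 100% = no compound control; below 100% means less GTP binding so inhibitor and above means activator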
Target sequence (P60953 whole entry, looked up): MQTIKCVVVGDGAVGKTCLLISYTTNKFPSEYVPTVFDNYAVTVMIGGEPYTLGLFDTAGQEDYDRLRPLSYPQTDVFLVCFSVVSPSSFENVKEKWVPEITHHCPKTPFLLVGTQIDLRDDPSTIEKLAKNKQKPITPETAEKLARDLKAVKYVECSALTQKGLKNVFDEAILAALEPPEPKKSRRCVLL
Bfl-1 Bim block – human Bim-Bfl-1 interaction inhibition. inhibition, % at 10 µM. Bead-based flow cytometry, Bim-Bfl-1 binding inhibition. Q16548. hit rate 0.12% among 190,000;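 note: 0% = wells without compound plus tracer and 100% = blocker peptide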
Rac1 mut GTP – human Rac1 activated mutant GTP binding change. P63000. GST-Rac1 activated beads, fluorescent GTP binding, flow cytometry; actives lie on both sides; 100% means binding = to untreated wells. percent activity (GTP binding), % at 10 µM. hit rate 0.11% among 190,000. AID 764;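 active = GTP binding at least 20 percentage points away from the 100% baseline, in either direction, so actives lie on both sides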
The depositor's hits bear a star. Cut-off read from the data, not from the text of the source, unless noted: active = inhibition above about 40%.

Rac1 wt GTP bind	Rab2 wt GTP	Bfl-1 Bim block	Bim-Bcl-2	HRas wt GTP	Cdc42 wt GTP	Bim-Bcl-B	Bcl-XL Bim block	Rac1 mut GTP	Rab7 wt GTP bind	Bcl-W Bim block	compound
99	97	-14	-10	96	99	-10	-3	96	97	0	CC(=O)Nc1ccc(OC(F)(F)C(F)F)c(NC(C)=O)c1
103	101	-16	-10	101	101	-7	-4	102	100	0	NS(=O)(=O)c1ccc(CCNC(=O)Nc2ccc(Cl)cc2)cc1
104	102	-9	0	103	106	-2	0	100	101	3	Cc1onc(-c2ccccc2)c1C(=O)NCCN1CCOCC1
99	99	-11	-7	101	101	-5	4	98	100	-2	Cc1cnn(-c2nc(-c3cccs3)cc(C(F)(F)F)n2)c1
105	101	-2	-2	100	99	-8	-2	100	102	-6	COc1cc(Nc2ccc(C)cc2)c([N+](=O)[O-])nc1[N+](=O)[O-]
103	101	-9	-6	98	101	-8	-4	98	100	0	CCOC(=O)CN1C(=O)C(O)(CC(=O)c2ccccn2)c2ccccc21 (stereo not given)
102	99	-4	-4	99	99	-3	-1	97	102	-2	COc1ccc(C2CC(c3cccs3)=NN2C(=O)CSc2nnnn2C)cc1OC (stereo not given)
102	103	12	4	102	99	1	0	101	98	-3	O=c1[nH]nnc2sc3c(c12)CCCC3

(cont.)
Rac1 wt GTP bind	Rab2 wt GTP	Bfl-1 Bim block	Bim-Bcl-2	HRas wt GTP	Cdc42 wt GTP	Bim-Bcl-B	Bcl-XL Bim block	Rac1 mut GTP	Rab7 wt GTP bind	Bcl-W Bim block	compound
99	98	-6	0	97	100	-3	-1	98	98	0	CCC(c1nnc(SCC(=O)NCCc2ccc(OC)c(OC)c2)n1Cc1ccccc1)N(C)C (stereo not given)
96	98	0	-3	96	97	1	-3	97	97	-1	COCC(C)NC(=S)N1CCN(c2ccccc2Cl)CC1 (stereo not given)
102	98	-10	-3	100	102	-3	-1	100	96	0	COc1ccc(CCNC(=O)C2CC(c3c(Cl)cccc3Cl)=NO2)cc1 (stereo not given)
100	100	8	5	98	100	0	-2	96	108	5	CN(C)c1ccc(NC(=O)c2ccc(Cn3cc([N+](=O)[O-])cn3)cc2)cc1
99	94	-6	-4	96	98	1	-3	96	96	0	CCCCN(CCCC)S(=O)(=O)c1ccc(NC(=O)c2ccc([N+](=O)[O-])cc2Cl)cc1
98	96	-12	-4	95	96	-13	-4	96	97	-3	Cn1nc(-c2ccccc2)c(CO)c1Oc1ccc(F)cc1
107	98	-8	-6	102	95	-6	-2	96	100	1	Cc1cc(C)nc(-n2nc(C)c(C3(O)C(=O)Nc4ccccc43)c2N)n1 (stereo not given)
102	101	1	0	100	98	-11	-5	99	104	0	CCOC(=O)c1c(N)sc(C(=O)OC)c1C

More structures follow:
Rac1 wt GTP bind	Rab2 wt GTP	Bfl-1 Bim block	Bim-Bcl-2	HRas wt GTP	Cdc42 wt GTP	Bim-Bcl-B	Bcl-XL Bim block	Rac1 mut GTP	Rab7 wt GTP bind	Bcl-W Bim block	compound
103	99	-1	6	100	104	9	-4	99	99	-6	N#Cc1c(N)nc2c(c1-c1cccs1)CCCC2
100	97	-9	-2	98	96	-6	0	98	95	1	CC(C)c1ccc(CNCc2ccccc2)cc1
105	101	-1	-4	101	101	-6	-10	98	99	-5	COc1ccc(/C=N/NC(=O)c2ccc(Cl)cc2)cc1Cn1cc(Cl)cn1
111	103	-10	-1	103	107	-2	1	102	100	7	CCCn1nnnc1SCC(=O)N1CCOCC1
99	99	-13	-8	101	98	-6	-20	99	101	0	Cc1cc(C)n2nc(C(=O)OCCOc3ccc(Br)cc3)nc2n1
101	97	-2	2	96	95	-3	-1	98	95	-2	COC(=O)c1cc(N2CCN(C)CC2)nc2ccccc12
100	98	-8	-7	96	100	-7	-9	98	100	-3	O=C(COC(=O)c1ccco1)NC1CCCCC1
100	94	-3	0	96	95	-1	-1	94	97	-1	COc1cc(CNC2CCCC2)c(Br)cc1OC1CCCC1

Following part.
Rac1 wt GTP bind	Rab2 wt GTP	Bfl-1 Bim block	Bim-Bcl-2	HRas wt GTP	Cdc42 wt GTP	Bim-Bcl-B	Bcl-XL Bim block	Rac1 mut GTP	Rab7 wt GTP bind	Bcl-W Bim block	compound
107	102	-10	-10	101	101	-6	-3	100	103	3	COc1ccc(NC(=O)Nc2cc(C)ccc2F)cc1
103	97	-7	-1	101	97	-2	0	96	93	0	O=C(O)/C=C/C(=O)Nc1ccc(OC(F)(F)Cl)cc1
99	98	-1	-1	100	101	-4	-2	98	96	-1	N/C(=N\OC(=O)Nc1ccc(Cl)c(Cl)c1)c1ncc(C(F)(F)F)cc1Cl
105	102	-5	-4	102	98	-1	0	98	97	-3	O=C(NCc1ccc(Cl)cc1)NCc1ccc(Cl)cc1
95	95	-1	-3	98	97	-5	-1	96	97	-1	O=C(Cn1cc(C(=O)C2CC2)c2ccccc21)NCC1CCCO1 (stereo not given)
103	100	-3	-2	100	101	-7	-4	98	102	-4	COc1ccc(-n2c(Cc3cccn3C)nnc2SCC(=O)NCc2ccccc2Cl)cc1
94	95	-3	-3	95	93	-2	-3	92	95	-2	Cc1ccc(-n2c(-c3cccc(C)c3)n[nH]c2=S)cc1
101	99	-11	-5	102	99	-3	-2	97	95	3	Cc1ccc(NC(=O)c2nc(C)n(-c3ccc([N+](=O)[O-])cc3)n2)cc1

Further structures follow.
Rac1 wt GTP bind	Rab2 wt GTP	Bfl-1 Bim block	Bim-Bcl-2	HRas wt GTP	Cdc42 wt GTP	Bim-Bcl-B	Bcl-XL Bim block	Rac1 mut GTP	Rab7 wt GTP bind	Bcl-W Bim block	compound
101	96	2	-3	98	99	6	3	98	92	2	CCOC(=O)N1CCN(C(=O)CSc2ccc3nnc(CCNC(=O)c4ccc(OC)cc4)n3n2)CC1
101	102	-15	-7	102	99	-8	-3	100	105	1	O=C(CCOc1ccccc1)N1CCN(S(=O)(=O)c2cccs2)CC1
104	99	-9	-6	99	100	-6	-4	99	96	-1	C=CCn1cc(/C=N/NC(=O)COc2cccc3cccnc23)c2ccccc21
107	102	0	0	104	104	-4	-5	102	98	-3	c1ccc(C2CCC3(CC2)Oc2ccccc2C2CC(c4cccnc4)=NN23)cc1 (stereo not given)
103	99	-11	-10	98	98	-3	-5	97	97	1	O=C(c1ccco1)N1CCN(C(=O)C2CCN(S(=O)(=O)c3cnc[nH]3)CC2)CC1
98	94	-9	-5	97	99	-6	-8	97	97	-6	COc1ccc2cc(/C=N/NC(=O)CN(c3ccccc3C)S(=O)(=O)c3ccccc3)c(Cl)nc2c1
83	85	1	2	84	85	0	-2	82	86	-3	Cc1cc(/C=C2\C(=N)N3N=C(C(C)C)SC3=NC2=O)c(C)n1-c1ccccc1
100	101	-5	-9	102	101	-7	-5	98	103	-5	COCCNC(=S)N1CCOCC1

Following part.
Rac1 wt GTP bind	Rab2 wt GTP	Bfl-1 Bim block	Bim-Bcl-2	HRas wt GTP	Cdc42 wt GTP	Bim-Bcl-B	Bcl-XL Bim block	Rac1 mut GTP	Rab7 wt GTP bind	Bcl-W Bim block	compound
100	94	-7	-9	94	99	-11	-9	97	95	-6	CCc1ccc(C2N3CC4([N+](=O)[O-])CN2CC([N+](=O)[O-])(C3)C4(C)C)cc1 (stereo not given)
101	100	-12	-5	101	101	-4	-1	97	101	1	Cc1nnc(-c2cnn(-c3ccccc3)c2N)n1Cc1cccc(C(F)(F)F)c1
100	98	-2	-3	99	100	-5	-4	100	101	-4	C=CCOc1ccc(Oc2cc(C)nc(SC)n2)nn1
100	94	8	10	97	95	-14	4	97	94	0	COc1ccc(-c2cc(-c3cccs3)nc3sc(C#N)c(N)c23)cc1
97	98	-6	0	98	95	-2	-2	95	106	-3	Cc1cc(C)nc(/N=C(\N)N2CCc3ccccc32)n1
96	98	-4	-5	96	99	-5	-4	95	98	-3	CCN1CCc2c(OCC(=O)N3CCC(C)CC3)cccc2C1=O
98	100	-7	-3	98	98	-1	-8	99	99	-5	CCOc1ccccc1C(=O)NCCCN1CCN(CCCNC(=O)c2ccccc2OCC)CC1
100	96	-9	-7	97	96	-6	-5	95	103	-2	CCn1nc(C(=O)Nc2ccc(S(=O)(=O)Nc3ncccn3)cc2)c2ccccc2c1=O

The list continues.
Rac1 wt GTP bind	Rab2 wt GTP	Bfl-1 Bim block	Bim-Bcl-2	HRas wt GTP	Cdc42 wt GTP	Bim-Bcl-B	Bcl-XL Bim block	Rac1 mut GTP	Rab7 wt GTP bind	Bcl-W Bim block	compound
104	104	-2	-1	104	106	0	1	101	107	0	CCOC(CNC(=O)CCc1c(C)nc2nc(C)nn2c1C)OCC
103	97	-5	-4	100	100	-3	0	95	103	-1	CCN(CC)C(=O)CS(=O)CC(=O)Nc1cc(OCCOC)c(Cl)cc1Cl (stereo not given)
90	86	-5	-7	89	93	-10	-1	88	91	-9	Cc1ccc(Cl)cc1N1CCN(C(=O)CCC(=O)O)CC1
99	100	-6	-2	98	97	-6	-7	95	104	-4	CCc1ccc(OCCOCC(O)CNC2CCCC2)cc1 (stereo not given)
107	102	5	0	101	107	-6	-6	102	99	-4	COCCn1c(SCC(=O)c2c(-c3ccccc3)n(C)c3ccccc23)nnc1-c1ccncc1
93	95	6	4	94	92	3	0	91	101	-1	COc1ccc(CCNC(=O)CSc2ccc(-c3ccco3)nn2)cc1
103	101	0	0	102	103	0	-1	99	96	0	COCCCN1C(=O)c2[nH]nc(-c3cc(C)cc(C)c3O)c2C1c1ccc(O)c(OC)c1 (stereo not given)
97	97	-3	1	96	96	3	1	93	102	5	O=C(NC(=S)Nc1ccc(S(=O)(=O)Nc2nccs2)cc1)c1cccnc1
